NALP3 yeast inh – inhibitors of NALP3 inflammasome in yeast. inhibition, % at 10 µM. AID 2825. actives 0.39% (n = 330,000). Yeast reconstituted NLRP3/ASC/caspase-1, beta-gal luminescence, 24 h;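 active = inhibition of 50% or more; inactive = inhibition below 50%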;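 note: plate controls were induced DMSO wells for no effect and uninduced yeast grown without galactose for full effect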
tim10-1 inh – inhibits growth of tim10-1 mutant yeast; actives 2.2% (n = 330,000); inhibition, % at 20 µM; S. cerevisiae tim10-1 ts strain growth, BacTiter-Glo, 24 h; AID 463190;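 active = inhibition of at least 40%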;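 note: mutant grown at 25 °C; 0% = DMSO wells with yeast and 100% = wells holding no yeast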
Apaf-1 inh – human Apaf-1 inhibition; O14727; reconstituted apoptosome caspase-3 activity, DEVD-Rh110 fluorescence; inhibition, % at 20 µM; actives 0.71% (n = 330,000); AID 489030; active = inhibition of at least 40% at 20 µM;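 note: plate controls were DMSO wells for no effect and DEVD-CHO caspase inhibitor wells for full effect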
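Medium: Hepes buffer, pH 7.5 / System: biochemical Apaf-1 apoptosome reconstitution / Measured by: Rh110 fluorescence, excitation 480 nm, emission 540 nm / Times: compound with Apaf-1, dATP, procaspase-3 30 min, then 50 min reaction, room temperature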
hIAP inh – human IAP inhibition. P09923. purified IAP, CDP-Star luminescence, 30 min. inhibition, % at 10 µM. actives 0.12% (n = 330,000). AID 2544;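 active = inhibition reaching a set limit with compound at 10 µM in the primary screen, cut at about 35% in these data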;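 note: plate controls were DMSO wells with enzyme for no effect and no-enzyme buffer wells for full effect; values of inactives mirror those of a sister screen read the other way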
Target sequence (P09923 whole entry, looked up): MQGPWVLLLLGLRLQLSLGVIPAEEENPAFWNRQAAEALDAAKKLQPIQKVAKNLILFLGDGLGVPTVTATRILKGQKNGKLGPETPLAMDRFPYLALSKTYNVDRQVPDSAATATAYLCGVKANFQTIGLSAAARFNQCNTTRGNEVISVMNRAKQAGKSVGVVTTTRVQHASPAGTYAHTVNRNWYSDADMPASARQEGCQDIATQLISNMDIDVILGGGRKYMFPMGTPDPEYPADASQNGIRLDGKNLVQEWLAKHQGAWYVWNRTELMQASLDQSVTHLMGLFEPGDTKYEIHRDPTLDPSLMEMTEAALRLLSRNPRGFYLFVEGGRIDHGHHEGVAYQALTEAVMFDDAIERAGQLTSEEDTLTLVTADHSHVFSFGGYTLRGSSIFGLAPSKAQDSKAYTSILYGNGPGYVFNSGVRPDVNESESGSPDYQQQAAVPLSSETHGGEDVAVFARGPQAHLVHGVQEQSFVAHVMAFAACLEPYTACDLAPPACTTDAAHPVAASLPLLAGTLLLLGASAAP
hIAP activ – human IAP activation; actives 0.16% (n = 330,000); AID 2524; purified human IAP, CDP-Star luminescence, 30 min; active compounds read high; 1 = vehicle-only enzyme, 0 = enzyme-free background; P09923; activation factor at 10 µM;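 active = activation factor of the enzyme at least 2-fold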; note: the source names both 10 and 20 µM as test concentration; values of inactives mirror those of a sister screen read the other way
mIAP activ – mouse IAP activation; AID 2805; activation factor at 10 µM; muIAP, CDP-Star luminescence, 30 min; active compounds read high; 1 = vehicle-only enzyme signal, 0 = enzyme-free wells; actives 0.24% (n = 330,000);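 active = activation factor of at least 2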; note: the source names both 10 and 20 µM as test concentration; values of inactives mirror those of a sister screen read the other way
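also added = chemiluminescent substrate CDP-Star | test system = mouse IAP enzyme | signal = chemiluminescence readout | compound = DMSO-dissolved test compounds | incubation = 30 min at room temperature | benchmarks = DMSO wells, no-enzyme wells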
TIM10 inh – inhibits growth of TIM10 yeast strain; inhibition, % at 10 µM; S. cerevisiae TIM10 strain growth, BacTiter-Glo luminescence, 24 h; AID 463195; actives 1.4% (n = 330,000);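 active = inhibition of 40% or more at the single tested concentration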;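 note: wild-type TIM10 isogenic control strain grown at permissive 25 °C; 0% = DMSO yeast wells and 100% = minimal medium wells without yeast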
mIAP inh – blocks mouse intestinal alkaline phosphatase | actives 0.2% (n = 330,000) | purified mouse IAP, CDP-Star luminescence, 30 min | AID 2806 | inhibition, % at 10 µM;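 active = inhibition of at least 40% at 10 µM in the primary screen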;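 note: plate controls were DMSO with enzyme for no effect and no enzyme wells for full effect; values of inactives mirror those of a sister screen read the other way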
ATG4B inh – blocks human ATG4B protease cleavage of LC3 substrate. Q9Y4P1. ATG4B cleavage of LC3-PLA2, NBD-HPC fluorescence, 1 h. inhibition, % at 8.33 µM. actives 0.51% (n = 340,000). AID 504462; in the data active = inhibition above about 40%
Target sequence (Q9Y4P1 whole entry, looked up): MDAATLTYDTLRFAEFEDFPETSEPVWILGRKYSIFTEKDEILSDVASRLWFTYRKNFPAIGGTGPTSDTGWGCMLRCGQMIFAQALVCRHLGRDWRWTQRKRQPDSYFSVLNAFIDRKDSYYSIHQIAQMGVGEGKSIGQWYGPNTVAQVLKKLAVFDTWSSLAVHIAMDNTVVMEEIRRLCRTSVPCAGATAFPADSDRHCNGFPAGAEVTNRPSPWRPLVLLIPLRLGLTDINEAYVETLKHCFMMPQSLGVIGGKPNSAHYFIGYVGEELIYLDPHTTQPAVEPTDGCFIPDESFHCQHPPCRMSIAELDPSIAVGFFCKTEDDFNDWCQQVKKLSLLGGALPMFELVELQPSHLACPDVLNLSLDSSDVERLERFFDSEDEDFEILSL
Active calls of the source: *; / = not tested or not shown.

SMILES	NALP3 yeast inh	tim10-1 inh	Apaf-1 inh	hIAP inh	hIAP activ	mIAP activ	TIM10 inh	mIAP inh	ATG4B inh
Cc1ccc(C(=O)NCCc2ccccn2)cc1S(=O)(=O)N1CCOCC1	-11.8	8.9	-5.3	-4.0	1.04	1.03	2.0	-2.7	-0.4
O=C(CCN1C(=O)C2CCCCC2C1=O)Nc1nc2ccc(F)cc2s1 (centres undefined)	16.1	4.9	11.2	3.4	0.966	1.05	6.4	-4.8	-7.2
O=S(=O)(c1ccc2c(c1)OCCO2)N1CCC(O)(c2ccc(Cl)cc2)CC1	15.3	49.5*	11.4	2.7	0.973	1.03	13.3	-3.3	-11.8
CCOC(=O)C(C)Sc1nc(=O)n2cc(C)ccc2n1 (centres undefined)	-0.3	13.4	-10.1	-1.7	1.02	0.913	18.1	8.7	2.2
CC1CCCCC1NC(=S)Nc1cccc(S(=O)(=O)N(C)C)c1 (centres undefined)	9.3	32.3	-11.9	-12.1	1.12	2.92*	29.3	-191.7	3.6
O=C1C(NS(=O)(=O)c2ccc(Cl)cc2)=C(N2CCCCC2)C(=O)c2ccccc21	12.9	38.9	71.8*	24.6	0.754	0.961	15.0	3.9	21.1
COCCn1c(Cc2ccccc2)nnc1SCC(=O)NC1CC1	17.4	17.0	2.3	8.0	0.92	0.962	-12.9	3.8	-14.4
Cc1ccc2[nH]c(C)c(CC(=O)NCc3ccccc3)c2c1	1.4	-5.8	8.0	26.5	0.735	1.02	14.9	-1.6	-1.6
COc1cc(C(=O)Nc2ccc3c(c2)OCO3)c([N+](=O)[O-])cc1OC	8.7	1.4	10.4	-3.0	1.03	1.08	1.1	-8.3	2.7
O=C(CNCc1ccco1)Nc1cc(S(=O)(=O)N2CCOCC2)ccc1N1CCCC1	2.4	-7.3	1.7	2.0	0.98	1.11	5.2	-10.9	-4.5
CC(NC(=O)COC(=O)Cc1ccc(Cl)cc1)c1ccccc1 (centres undefined)	1.1	7.2	0.8	13.5	0.865	0.931	-2.0	6.9	0.9
CC1CCCCC1NC(=S)NC(=O)c1sc2ccccc2c1Cl (centres undefined)	-6.2	5.3	5.4	7.8	0.922	0.692	1.4	30.8	-3.1
CCOC(=O)N1CCN(C(=O)CSc2ccc(-c3cccc(OC)c3)nn2)CC1	14.9	4.0	-6.8	1.4	0.986	0.908	-11.2	9.2	-2.9
COc1ccc(Oc2ccc(N/C=C/C(=O)C(C)(C)C)cc2)cc1	11.1	11.4	2.2	-1.7	1.02	0.939	-2.1	6.1	-14.6
CC(C)(C)SCCNC(=O)c1ccc(Cl)c(S(=O)(=O)N2CCOCC2)c1	-6.9	11.9	-1.7	14.7	0.853	1.02	16.6	-1.6	-10.7
Cc1ccc(OCCn2cnc3sc(C(N)=O)c(C)c3c2=O)cc1	-0.5	29.0	-4.1	4.6	0.954	1.07	24.3	-6.8	/
CC(C)c1ccc(C2(C)NC(=O)N(C(C)C(=O)Nc3ccc(N4CCOCC4)cc3)C2=O)cc1 (centres undefined)	4.7	6.9	18.7	16.1	0.839	1.04	-3.9	-3.9	-9.3
O=C(CCNS(=O)(=O)c1cccc2nonc12)NC1CCCc2ccccc21 (centres undefined)	16.5	15.4	5.5	14.4	0.856	0.977	2.6	2.3	4.9
COc1ccc(O)c(/C=N/NC(=S)Nc2cccnc2)c1	18.1	1.0	-2.6	-31.1	1.31	0.904	27.4	9.6	-7.9
CCc1ccc(C(=O)COC(=O)c2cccc(N3C(=O)c4c(C)nc5ccccc5c4C3=O)c2)cc1	-7.4	11.7	22.0	5.5	0.945	0.927	6.4	7.3	-0.1
O=C(Cc1ccc(Cl)cc1)N/N=C/c1ccncc1	10.2	3.4	-8.6	-7.0	1.07	0.929	7.6	7.1	-4.2
Cc1[nH]c2ccccc2c1C(=O)CSc1nncn1C	12.7	3.2	-8.4	-1.5	1.01	1.08	-2.1	-7.8	-7.8
CC1CC(C)CN(CCCNC(=O)C2CCC(=O)N2C2CCCC2)C1 (centres undefined)	7.0	-10.7	-24.8	-1.2	1.01	0.98	-2.9	2.0	7.8
Cc1noc(C)c1CSCC(=O)NCCN1C(=O)S/C(=C\c2ccccc2F)C1=O	24.3	27.2	5.1	1.2	0.988	0.92	-47.8	8.0	3.6
CC(C)C(=O)NC(NC(=S)Nc1cccc2cccnc12)C(Cl)(Cl)Cl (centres undefined)	-6.7	10.5	1.1	-2.9	1.03	0.869	9.1	13.1	-14.3

In a second layout: results already given.
Sequence of screens – NALP3 yeast inh, tim10-1 inh, Apaf-1 inh, hIAP inh, hIAP activ, mIAP activ, TIM10 inh, mIAP inh, ATG4B inh
CC(NC(=O)COC(=O)Cc1ccc(Cl)cc1)c1ccccc1 (centres undefined)
 : 1.1, 7.2, 0.8, 13.5, 0.865, 0.931, -2.0, 6.9, 0.9
CC1CCCCC1NC(=S)NC(=O)c1sc2ccccc2c1Cl (centres undefined)
 : -6.2, 5.3, 5.4, 7.8, 0.922, 0.692, 1.4, 30.8, -3.1
CCOC(=O)N1CCN(C(=O)CSc2ccc(-c3cccc(OC)c3)nn2)CC1
 : 14.9, 4.0, -6.8, 1.4, 0.986, 0.908, -11.2, 9.2, -2.9
COc1ccc(Oc2ccc(N/C=C/C(=O)C(C)(C)C)cc2)cc1
 : 11.1, 11.4, 2.2, -1.7, 1.02, 0.939, -2.1, 6.1, -14.6
CC(C)(C)SCCNC(=O)c1ccc(Cl)c(S(=O)(=O)N2CCOCC2)c1
 : -6.9, 11.9, -1.7, 14.7, 0.853, 1.02, 16.6, -1.6, -10.7
Cc1ccc(OCCn2cnc3sc(C(N)=O)c(C)c3c2=O)cc1
 : -0.5, 29.0, -4.1, 4.6, 0.954, 1.07, 24.3, -6.8, /

Other structures.
SMILES	NALP3 yeast inh	tim10-1 inh	Apaf-1 inh	hIAP inh	hIAP activ	mIAP activ	TIM10 inh	mIAP inh	ATG4B inh
Cc1[nH]n(-c2ccccc2)c(=O)c1N=Nc1nccs1	24.8	1.2	72.9*	-7.9	1.08	0.845	6.3	15.5	7.0
Cc1ccc(C(=O)OC(C(=O)Nc2ccc(Cl)cc2C(F)(F)F)c2ccccc2)cc1 (centres undefined)	15.0	13.8	2.2	13.1	0.869	0.901	17.7	9.9	7.8
Cc1cccc(C)c1NC(=O)C(=O)NCCc1c[nH]c2ccccc12	4.6	19.4	-2.5	11.8	0.882	1.07	2.8	-6.9	13.3
COc1cccc(CNC(=O)c2ccc(S(=O)(=O)N3CCCC3)cc2)c1	0.8	19.1	3.7	-10.0	1.1	0.806	-2.0	19.4	-10.4
CC1(C)Cc2c(sc3nc(-c4ccccc4)n(N)c(=O)c23)CO1	16.6	14.1	-1.4	-36.4	1.36	1.03	3.3	-3.3	-5.9
Cc1cc(C)cc(NC(=O)COC(=O)CN=C2NS(=O)(=O)c3ccccc32)c1	3.0	-0.7	-11.2	5.2	0.948	0.907	-3.8	9.3	-4.9
OC(c1cccc(Cl)c1)c1nccc2ccccc12 (centres undefined)	10.7	3.5	7.1	-4.4	1.04	0.857	-4.2	14.3	-4.2
O=C(COc1ccccc1)NC1CCN(Cc2ccccc2)CC1	20.9	-25.5	-6.9	12.6	0.874	0.969	-17.0	3.1	4.6
CN(C)C=Nc1ccc(Cl)c(Cl)c1	11.6	-2.8	0.8	2.8	0.972	0.996	3.3	0.4	-2.3
CSC(=S)N/N=C(\C)c1ccc(Br)cc1	13.6	30.1	8.3	-17.7	1.18	0.741	24.9	25.9	2.3
CC(NC(=O)COC(=O)C1=COCCO1)C12CC3CC(CC(C3)C1)C2 (centres undefined)	15.6	18.3	2.9	5.9	0.941	0.968	20.8	3.2	0.7
Cc1c(NC(=O)CSc2nc3ccccc3[nH]2)c(=O)n(-c2ccccc2)n1C	-4.7	7.0	-18.0	-5.1	1.05	0.911	-0.3	8.9	2.3
FC(F)(F)c1cccc(N2CCN(C(=S)NCC3CCCO3)CC2)c1 (centres undefined)	-8.8	26.5	10.1	8.3	0.917	0.956	19.6	4.4	-2.8
O=C(Nc1ccncc1NC(=O)c1cccc([N+](=O)[O-])c1)c1cccc([N+](=O)[O-])c1	-15.4	16.4	-40.3	-20.4	1.2	0.924	-20.2	7.6	-5.3
C=CCOc1ccc(C=NNc2ccc(S(=O)(=O)Nc3ccccc3C(=O)O)cc2[N+](=O)[O-])cc1OC	24.0	7.8	-27.0	10.7	0.893	0.668	15.8	33.2	23.7
Cc1nc(N2CCN(Cc3ccccc3)CC2)nc2c1C(=O)CC(c1ccco1)C2 (centres undefined)	21.9	28.6	27.7	0.3	0.997	0.994	20.4	0.6	0.6
CCCn1c(SCC(=O)NC(C)C)nc2sc3c(c2c1=O)CCC3	21.7	13.6	7.2	0.8	0.992	0.956	5.7	4.4	-13.1
O=C(Cc1ccc(F)cc1)Nc1ccccc1N1CCCC1	7.2	16.7	20.4	14.8	0.852	0.948	-8.6	5.2	2.4
O=[N+]([O-])c1ccccc1CSc1nnc2ccccn12	18.1	9.8	0.5	-4.5	1.04	0.998	9.1	0.2	-3.2
Cc1ccccc1Cn1nc(C)c(NC(=O)C2(C)CC2(Cl)Cl)c1C (centres undefined)	10.8	-0.4	-10.8	3.9	0.961	0.998	9.0	0.2	-0.2
CCOc1ccc(OCC)c(NC(=O)C2CCCN(S(=O)(=O)c3c(C)n[nH]c3C)C2)c1 (centres undefined)	-10.9	-8.7	-8.4	-37.0	1.37	0.949	2.3	5.1	-4.9
COc1cc(C)nc(N2CCC(C(=O)NCC3CCCO3)CC2)n1 (centres undefined)	18.3	19.1	-0.6	-18.5	1.19	0.925	14.5	7.5	-4.0
CC(C)(C)n1nnnc1CN1C2CCC1CC(NC(=O)Nc1ccccc1)C2 (centres undefined)	-7.8	4.8	-1.1	-8.2	1.08	1.02	4.7	-1.9	1.7
CON(C)c1nc(OCCNC(=O)COc2ccc(Cl)cc2C)nc(N(C)C)n1	13.5	18.2	4.2	5.8	0.942	1.05	26.3	-4.7	-1.3
O=C(N/N=C/c1cccc(OC(=O)c2cccc(Br)c2)c1)c1ccncc1	12.4	16.1	17.6	-15.1	1.15	0.966	9.3	3.4	-15.3
Continued:
SMILES	NALP3 yeast inh	tim10-1 inh	Apaf-1 inh	hIAP inh	hIAP activ	mIAP activ	TIM10 inh	mIAP inh	ATG4B inh
COc1ccc(NC(=O)C(Cc2ccccc2)n2cccc2)c(OC)c1 (centres undefined)	12.2	3.9	-10.2	11.5	0.885	0.956	-14.7	4.4	7.4
CC(=O)NC(CCS(C)(=O)=O)C(=O)Nc1cccc(Cl)c1Cl (centres undefined)	3.8	8.7	-1.9	-5.5	1.05	0.969	1.7	3.1	0.9
Fc1ccc(/C=N/NC(=S)Nc2ccc(Cl)cc2)cc1F	24.7	35.5	0.8	-1.0	1.01	0.898	-4.2	10.2	0.3
c1ccc2c(c1)ccc1nnc(SCc3ccc4c(c3)OCCO4)n12	21.8	45.2*	9.7	9.8	0.902	1.08	16.4	-7.8	-6.6
OCCC1CN(Cc2cccc(O)c2)CCN1CCc1ccccc1 (centres undefined)	6.4	-25.8	8.6	1.5	0.985	0.93	-17.5	7.0	5.8
O=c1[nH]c(CN2CCN(c3ccc(F)cc3)CC2)nc2ccccc12	24.8	-9.1	-4.5	-11.3	1.11	1.03	1.5	-3.2	-6.6
Cc1cccc(-c2nnc(SCC#N)n2-c2ccccc2)c1	3.7	24.7	4.0	9.4	0.906	1.01	4.8	-1.4	-4.9

Outcome played no part in choosing rows; about 4.5% have a hit in one of these screens.
